# Pax4 gene expression: activators of Pax4 gene expression, primary screen, RT-PCR, mouse alpha TC1 cells, single point (AID 1053180); mouse alpha TC1 cells, Pax4 mRNA qPCR, 6 days; stronger effect = higher value; 100% = Pax4 plasmid added at qPCR; activation, % at 10 µM; 0.2% of 9,600 active;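 active means highest normalized replicate activity of 15 or more, or at least half the replicates reach 15 or more; inactive means neither condition met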;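 further: pax4 Ct normalized to GAPDH with activation seen as lower delta delta Ct; plate controls were plate neutral control wells for no effect and Pax4 plasmid positive control for full effect; each compound tested in two replicate wells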
# YAP1 CTGF inhibition: YAP1 pathway inhibitors via CTGF transcript, primary screen, DLD1 colon cancer cells, RT-qPCR, single point (AID 743449) | DLD1 CTGF mRNA qPCR, 24 h; stronger effect = higher value | inhibition, % at 12.5 µM | 0.9% of 9,900 active;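 active means mean normalized replicate activity at least 50 and at least half of replicates each reaching 50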;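 further: 0% = neutral control wells and 100% = dasatinib control wells; higher means stronger suppression of CTGF expression like dasatinib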
# An asterisk follows results filed as active. Some of the compounds tested; the hit share may differ from the screen's.
1: COc1cccc(-c2ccc([C@@H]3[C@H]4CN(C(=O)Cc5ccncc5)CCCCN4[C@H]3CO)cc2)c1
2: O=C1CNC[C@H]2[C@H](c3ccc(Br)cc3)[C@H](CO)N12
3: OC[C@H]1[C@H]2c3ccccc3NC[C@H]2N1Cc1cccnc1
4: COC(=O)[C@@H]1[C@@H](CO)[C@@H]2Cn3c(ccc(-c4cccc(C(=O)N(C)C)c4)c3=O)[C@H]1N2C(=O)NC(C)C
5: COC(=O)[C@H]1[C@H](CO)[C@H]2Cn3c(ccc(-c4ccc(F)cc4)c3=O)[C@@H]1N2C(=O)c1ccccc1F
6: OC[C@H]1Nc2ccc(C#Cc3cccnc3)cc2[C@H]2NCC[C@H]21
assay / entry,1,2,3,4,5,6
Pax4 gene expression,0.0,0.0,0.0,0.0,0.0,0.0
YAP1 CTGF inhibition,-40.0,-29.2,-27.7,-9.8,-25.3,-4.7

# Complete entries, looked up by structure. Order of screens: Pax4 gene expression	YAP1 CTGF inhibition
# Shown for OC[C@H]1[C@H]2c3ccccc3NC[C@H]2N1Cc1cccnc1 = 0.0	-27.7
# Shown for COc1cccc(-c2ccc([C@@H]3[C@H]4CN(C(=O)Cc5ccncc5)CCCCN4[C@H]3CO)cc2)c1 = 0.0	-40.0
# Shown for COC(=O)[C@H]1[C@H](CO)[C@H]2Cn3c(ccc(-c4ccc(F)cc4)c3=O)[C@@H]1N2C(=O)c1ccccc1F = 0.0	-25.3

# Bioassay records as filed in PubChem.
